# High-throughput results (PubChem)
# Pf Dd2 growth: Plasmodium falciparum Dd2 growth inhibition. P. falciparum Dd2 growth, SYBR Green, 72 h. Potency, µM (series often up to 28.9 µM), inactives show at the top dose activity, negative = inhibition, most hits filed as inhibitors. actives 4.3% (n = 120,000); active = well fitted inhibition curve with a large enough effect; inconclusive = small, poorly fitted or top-dose-only effect; inactive = no such curve, though single readings can be large or run the other way;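 also: plate controls were DMSO vehicle for no effect and reference drug for full effect; nearly all actives have a fitted effect of over 65% in size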
#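 Infected erythrocytes (Dd2, 0.3% parasitemia, 2.5% hematocrit final) are added to compound in RPMI-1640/Albumax II medium, grown 72 h at 37C in low oxygen, then lysed with saponin/Triton-X containing SYBR Green and read by fluorescence.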
# Starred values were filed as active, the others as inactive; i = inactive; ? = inconclusive; & = joins results of further samples; [ ] = remark or other dose. Potency is read from the fitted curve at half-maximal effect. A portion of the library, so the mix of outcomes need not match the whole.
SMILES,Pf Dd2 growth
CCOC(=O)c1c(-c2ccc(C)cc2)csc1NC(=O)c1cc(=O)c2ccc(C)cc2o1,40.7%[activator]
Cc1ccc2nc(-c3ccc(N4CCOCC4)cc3)c(Nc3ccccc3C)n2c1,?
Cc1ccc(NC(=O)CCC2CCN(C(=O)c3ccccc3F)CC2)cc1,i
COCCNc1nc2c(S(=O)(=O)c3c(C)cc(C)cc3C)nnn2c2ccccc12,?
CC(C)CN1Cc2ccccc2-n2ccnc2C12CCN(C(=O)c1cccc(F)c1)CC2,?
COCCCN1CCC(Cn2cnc3cn(C)nc3c2=O)C1 (stereo unspecified),-0.5%
Cc1cc(SCC(=O)Nc2nsc(-c3ccc(C(C)(C)C)cc3)n2)nc2ccccc12,?
CCOc1ccc(C(=O)N[C@@H]2[C@@H](Cc3ccccc3)[C@H]3OCC[C@@H]23)o1,-3.0%
Cc1ccc(S(=O)(=O)Nc2ccc(C)n(CC(=O)N(C)C)c2=O)cc1,i
CC(C)(C)C(=O)NC1CCN(c2nc3ncccc3o2)CC1,-15.8%&-5.5%[44.1 µM]
O=C(NC1CCCCC1)N1CCC(c2noc(-c3cccnc3)n2)C1 (stereo unspecified),-8.9%[5.79 µM]
CC(C)Oc1ccc(C2(C(=O)N3C[C@@H](C)[C@](O)(C4CC4)C3)CCCC2)cc1,?
CCCCCn1c(C(C)NC(=O)c2ccccc2)nc2ccccc21 (stereo unspecified),i
COc1ccc(CN2C=C(C(=O)OCc3nc(-c4ccccc4)no3)C(C)=NS2(=O)=O)cc1,i
COC(=O)CN1C(=O)[C@@H]2C[C@@H](O)CN2C2(CNC2)C1=O,24.9%[44.1 µM]
O=C(O)c1ccc(CC2CCN(C(=O)c3cccc(-n4cccn4)c3)C2)cc1 (stereo unspecified),-5.0%
Cc1ccccc1S(=O)(=O)N1CCC2(CC1)CC(CC(=O)NC1CC1)CCO2 (stereo unspecified),-22.5%
COc1ccc(NC(=O)c2cc3c(C)nn(-c4ccccc4)c3s2)c(OC)c1,i
Cc1sc2c(c1C)c(=O)n(CCc1ccccc1)c(=O)n2Cc1ccccc1Cl,53.9%[activator]
CCN1C(=O)C2CC3(CCN(C(=O)c4ccc(OC)nc4)CC3)CN2C1=O (stereo unspecified),-21.3%
Cc1c(Cl)cccc1NC(=O)CCn1cnnn1,34.3%[activator]
Cc1cc(C)cc(N2CCn3c2nc2c3c(=O)n(Cc3c(F)cccc3Cl)c(=O)n2C)c1,40.4%[activator]
COc1ccc(C(=O)NC(C(=O)N2CCCC2)C2CCN(C(=O)c3ccc(Cl)cc3)CC2)cc1 (stereo unspecified),i
CCCS(=O)(=O)N1CCC(Oc2nccnc2N2CCOCC2)C1 (stereo unspecified),?
CCOc1ccccc1NC(=O)c1cc2c(=O)n(Cc3cccnc3)ccc2nc1C,-26.1%
Cc1nc2n(c1C(=O)N1CCC[C@@H]1c1ccc(F)cc1)CCC(Nc1ccccc1)C2 (stereo partly specified),i
Cc1ccc(C2NC(=O)N(CC(=O)N(C)c3cccc(C)c3)C3=C2C(=O)OC3)cc1 (stereo unspecified),-26.5%
O=C1CO[C@H]2CN(C3CCC3)C[C@H]2N1c1ccccc1,-11.8%[44.1 µM]
Cc1ccc(NC(=O)CCCn2c(=O)c3cccn3c3ccccc32)cc1C,i
CCOC(=O)C1(Cc2ccccc2F)CCCN(C(=O)C(=O)c2ccco2)C1 (stereo unspecified),-2.3%
O=C1CC(c2noc(-c3ccc(F)cc3)n2)CN1C1CCCCC1 (stereo unspecified),-20.1%
COc1cc(F)c(C(=O)N2C[C@@H](C(=O)O)[C@H](c3ccccc3)C2)c(F)c1,-11.4%
Cc1cccc(CN2CCCOCCNC(=O)CC2)c1,?
Cc1ccccc1CCC1CCCN(C(=O)CCc2cnn(C)c2)C1 (stereo unspecified),-11.7%
CC1CCCCN1C(=O)CN1CCSc2ccccc21 (stereo unspecified),33.0%[activator]
CC(=O)N1CCc2ccc(C(=O)N3CCCCCC3)cc21,i
O=C(Nc1cccc(-c2cn3cccnc3n2)c1)c1cc(Br)ccc1Cl,-22.9%
O=C(c1ccco1)n1nc(-c2ccc(Cl)cc2)nc1NCc1ccccc1,?
CC(C)c1ccc(NC(=O)CN2C(=O)NC3(CCOCC3)C2=O)cc1,18.7%
COc1ccc(C(=O)N2CCC3(CC2)CC(CO)N(C(=O)c2ccccc2)C3)cn1 (stereo unspecified),-10.7%
Cc1cccc(NC(=O)C(=O)NCCc2sc(-c3ccccc3)nc2C)c1C,5.3%
Cc1ccc(NC(=O)c2ccc(CN3C(=O)NC4(CCOCC4)C3=O)cc2)cc1C,?
COc1ccccc1CC(=O)N1CCC[C@H]1c1nc(-c2ccccc2Cl)no1,i
CN(C)C(=O)c1ccc2nccn2c1,?
Cc1nn(-c2ccc(F)cc2)c(Oc2ccccc2F)c1CCC(=O)N1CCSCC1,?
COc1ccc(NC(=O)CSc2c3c(nc4ccc(Cl)cc24)CCCC3)cc1Cl,?
CCN1CCCC(c2nc3ccc(F)cc3c(=O)[nH]2)C1 (stereo unspecified),?
COc1ccc(CN2C(=O)[C@@H]3C[C@@H](O)CN3C3(CN(Cc4ccccn4)C3)C2=O)cc1,i
O=c1cc(-c2ccccc2)n2c(SCc3cccc([N+](=O)[O-])c3)nnc2[nH]1,i
CC(C)N[C@H]1C[C@@H](Cc2cc(-c3ccccc3)on2)C1(C)C,-8.3%[44.1 µM]
COc1ccc(CNC(=O)[C@H]2O[C@H](CCN3CCCC3)CC[C@@H]2O)cc1,-7.2%[44.1 µM]
O=C(NCc1cccs1)c1csc(N2CCN(c3ccc(F)cc3)CC2)n1,i
Cc1noc(C2CCCCCN2C(=O)c2ccco2)n1 (stereo unspecified),-21.6%
CNC(=O)[C@@H]1CN(C(=O)CC2CCCC2)C[C@H]1COC,11.9%
NC(=O)[C@@H]1CN(C(=O)c2ccncn2)C[C@H]1COc1ccccc1,2.6%
CN1CCN(CCCNC(=O)Cn2c(-c3cccs3)cc3ccccc32)CC1,?
CC(=O)Nc1ccc(CN2C[C@@H](F)[C@@H](OCc3nc4ccccc4n3C)C2)cc1,i
O=C(NCCc1cccnc1)C1CCCN(C2CCOCC2)C1 (stereo unspecified),-20.7%
Cc1ccc(C)c(C(=O)N2CC[C@@H]3CN(S(C)(=O)=O)[C@@H]3C2)c1,-9.4%
O=C(N[C@@H]1CCC[C@@H]1C(=O)NCCc1ccc(Cl)cc1)c1ccncc1,?
# Following part:
SMILES,Pf Dd2 growth
N#Cc1cccc(S(=O)(=O)N[C@H]2[C@H](O)[C@H](O)C[C@@H]2c2ccc(C(F)(F)F)cc2)c1,?
O=C(c1ccccc1)N1CCC(Cc2noc(C3CC3)n2)C1 (stereo unspecified),i
COc1cc(CNC2CCC(O)CC2)ccc1OCC(O)CN1CCSCC1 (stereo unspecified),-17.3%
COc1ccc(CN2CCC3(CC2)CC(C(C)C)=NO3)cc1,?
CCCNC(=O)C[C@@H]1CCN(C(=O)c2cccnc2)C[C@@H]1CC,-17.3%[44.1 µM]
Cc1ccc(C)c(CN2C(=O)C3(c4ccccc42)N(c2cccc(C(F)(F)F)c2)C(=O)CS3(=O)=O)c1 (stereo unspecified),-14.3%
CN(Cc1ccsc1)CC1(O)CCCN(CCCc2ccccc2)C1=O (stereo unspecified),?
Cc1cccc(NC(=O)CSc2ncc3c(n2)-c2cc(Cl)ccc2N(C)S3(=O)=O)c1C,i
Cc1ccc(C)c(N2CCN(C(c3ccc(F)cc3)c3nnc(-c4ccccc4)o3)CC2)c1 (stereo unspecified),?
Cc1cc(S(=O)(=O)N2[C@H]3CC[C@@H]2c2cnc(-c4ccccc4)nc2C3)ccc1F,?
COCCOCC(=O)N1CCC2(CC1)CC(N(C(=O)c1ccccc1)C1CC1)CCO2 (stereo unspecified),i
Cc1ccc(CSc2nc3cc(C(=O)NC4CCCC4)ccc3c(=O)n2Cc2ccccc2)cc1,15.8%
CCCN1C(=O)CCc2cc(NS(=O)(=O)c3cn(C)c(C)n3)ccc21,?
COc1ccc2c(c1)sc1ncc(C(=O)NCc3ccccc3F)c(=O)n12,-7.8%
COc1ccc(OC)c(NC(=O)C2Cn3cccc3C(=O)N2)c1 (stereo unspecified),i
O=C(NCCCn1cccn1)C1CCN(C(=O)N2CC3CC(C2)[C@H]2CCCC(=O)N2C3)CC1 (stereo partly specified),i
CCC(=O)N(C1CCOCC1)C1CCN(Cc2cccc(Cl)c2F)CC1,?
CC(Oc1ccccc1)C(=O)Nc1ccccc1C(=O)OCc1cc(=O)n2nc(C3CC3)sc2n1 (stereo unspecified),-21.0%
O=C(c1ccc2c(c1)OCO2)N1CCCCC1c1nnc2n1CCNC2 (stereo unspecified),35.6%[activator]
Cc1ccc(C(=O)Nc2ccc(S(=O)(=O)N(Cc3ccccc3)c3ccccc3)cc2)cc1,94.0%[activator]
O=S(=O)(NCCS(=O)(=O)N1CCN(c2ccccc2)CC1)c1ccccc1,35.1%[activator]
COc1ccc(CNC(=O)c2ccc3nc(CCc4ccccc4)oc3c2)cc1,?
Cc1ccc(OCc2nc(C3CCCN3C(=O)CCn3nc(C)cc3C)no2)cc1 (stereo unspecified),-5.5%
CC(C)CN1CC2(CCN(C(=O)c3conc3-c3ccccc3)CC2)CC1=O,6.1%
COc1ccc(C(=O)N[C@@H]2C=C(C(=O)N[C@H](CC(C)C)C(N)=O)C[C@@H](O)[C@@H]2O)cc1,2.9%[44.1 µM]
Cc1ccc(Cn2c(CNS(=O)(=O)c3cccc([N+](=O)[O-])c3)nc3cccnc32)cc1,i
COC(=O)c1ccc2nc(C[C@@H]3C[C@@H](C(C)C)[C@H](CNC(=O)CN(C)C)C=C3C)[nH]c2c1,-4.6%
COC(=O)CC(=O)CSc1nc2cc(C(=O)NC(C)C)ccc2c(=O)n1CCc1ccccc1,?
CCN1C(=O)C2CC3(CCN(C(=O)C4CCCCC4)CC3)CN2C1=O (stereo unspecified),-2.7%
O=C(CC(c1ccccc1)c1ccc(Cl)cc1)N1CCC(CO)CC1 (stereo unspecified),-18.3%

# Structures shown so far that contain a nitro group on carbon:
SMILES,Pf Dd2 growth
O=c1cc(-c2ccccc2)n2c(SCc3cccc([N+](=O)[O-])c3)nnc2[nH]1,i
Cc1ccc(Cn2c(CNS(=O)(=O)c3cccc([N+](=O)[O-])c3)nc3cccnc32)cc1,i

# A few values from the list:
# COC(=O)c1ccc2nc(C[C@@H]3C[C@@H](C(C)C)[C@H](CNC(=O)CN(C)C)C=C3C)[nH]c2c1 in Pf Dd2 growth → -4.6%
# Cc1ccc(C(=O)Nc2ccc(S(=O)(=O)N(Cc3ccccc3)c3ccccc3)cc2)cc1 in Pf Dd2 growth → 94.0%[activator]

# (more compounds)
SMILES,Pf Dd2 growth
CCc1nn(CCCC(=O)N2CCN(c3cccc(OC)c3)CC2)c(=O)c2cc3occc3n12,33.9%[activator]
CCc1noc(-c2nc(-c3cc(OC)c(OC)c(OC)c3)no2)n1,i
O=C1C[C@@H]2CCN(C(=O)c3ccccc3)C[C@@H]2CCN1CCN1CCOCC1,-11.5%[44.1 µM]
O=C(O)c1cccc(-c2ccc(OC(F)(F)F)cc2)c1,-19.8%[44.1 µM]
COc1ccc(-c2cn(C)c(=O)n3cc(COc4ccc(Cl)cc4)nc23)c(C)c1,i
CNS(=O)(=O)c1cn(CC(=O)N2CCN(c3ccccc3OC)CC2)cc1S(=O)(=O)NC,11.6%
Cc1cc(-c2ccnc(-c3nnc(C)n3-c3ccccc3)c2)ccn1,i
COc1ccccc1N1CCN(C(=O)C2CCN(S(=O)(=O)c3c(C)noc3/C=C/c3ccc(C)cc3)CC2)CC1,?
CC(C)NC(=O)N(C1CC1)C1CCOC2(CCN(C(=O)NCc3ccc(F)cc3)CC2)C1 (stereo unspecified),-18.8%
CCc1cc(=O)n(CC(=O)Nc2cc(Cl)ccc2OC)c(N2CCOCC2)n1,-25.4%
Cc1cc(=O)n(CC(=O)Nc2ccc(C)c(Cl)c2)c(N2CCOCC2)n1,i
COc1ccccc1OCCn1c(NC(=O)c2ccccc2)nc2ccccc21,?
CN1CCC(NC(=O)C2(C)CCc3cnc(Nc4ccccc4)nc32)CC1 (stereo unspecified),i
CCC(=O)N1CCCCCCNC(=O)[C@@H]2C[C@@H](C(=O)N3CCN(c4ccccn4)CC3)C[C@@H]21,?
Fc1ccc(-c2noc3ncnc(NCC4CCN(Cc5ccc(Cl)cc5)CC4)c23)cc1,?

# 6 successive entries already listed:
SMILES,Pf Dd2 growth
CCc1cc(=O)n(CC(=O)Nc2cc(Cl)ccc2OC)c(N2CCOCC2)n1,-25.4%
Cc1cc(=O)n(CC(=O)Nc2ccc(C)c(Cl)c2)c(N2CCOCC2)n1,i
COc1ccccc1OCCn1c(NC(=O)c2ccccc2)nc2ccccc21,?
CN1CCC(NC(=O)C2(C)CCc3cnc(Nc4ccccc4)nc32)CC1 (stereo unspecified),i
CCC(=O)N1CCCCCCNC(=O)[C@@H]2C[C@@H](C(=O)N3CCN(c4ccccn4)CC3)C[C@@H]21,?
Fc1ccc(-c2noc3ncnc(NCC4CCN(Cc5ccc(Cl)cc5)CC4)c23)cc1,?

# Next part.
SMILES,Pf Dd2 growth
COc1ccc(CNC(=O)CCc2c(C)nc3c(c2C)c(=O)n(C)c(=O)n3C)cc1,-11.9%
OCC1CN(c2ncccn2)CC12CCN(Cc1ccc3[nH]ccc3c1)CC2 (stereo unspecified),?
CC(=O)N1CCc2c(sc3c2c(=O)n(-c2ccc(C)cc2)c(=O)n3Cc2c(F)cccc2Cl)C1,i
COc1ccc(N2CC3CCC(C2)N3Cc2ccc(-c3cccnc3)cc2)cc1,?
CCC(=O)N1CCC2(CCC(=O)N(CC3CC3)CC2)CC1,-3.0%
CO[C@H]1[C@H](NC(=O)c2ccccc2)c2ccccc2C12CCNCC2,-14.3%
Cc1ccc(-n2cc(-c3ccccc3)c3c(N4CCC(C)CC4)ncnc32)cc1Cl,48.3%[activator]
